# KOR beta-arrestin-1: KOR agonists, beta-arrestin recruitment, primary screen, cell-based, luminescence, uHTS (AID 1777). 280,000 tested, 0.02% active. KOR beta-arrestin recruitment, luminescence; higher % means a stronger effect. activation, % at 10 µM, or EC50 in µM where a hit was titrated; in the data active means activation above about 50%, passing the limit was not always enough; further: a part of the inactive calls stands beside numbers as strong as those of hits
# GPR55 activation: GPR55 agonists via beta-arrestin recruitment, primary screen, imaging, U2OS cells, beta-arrestin-GFP redistribution (AID 1961). U2OS GPR55 beta-arrestin-GFP redistribution imaging; higher % means a stronger effect. one-dose activation, % at 10 µM; EC50 in µM for titrated hits. 290,000 tested, 0.048% active;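 active means activation above 40% with more than 50 cells counted in the well; inconclusive means wells holding fewer than 50 cells, flagged as toxic or sparse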;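 further: U2OS osteosarcoma cells stably expressing GPR55 and beta-arrestin-GFP; plate controls were DMSO negative control for no effect and LPI positive control for full effect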
# NOD1 inhibition: NOD1 signaling inhibitors, primary screen, cell-based, luminescence, uHTS (AID 1578); 290,000 tested, 1% active; one-dose inhibition, % at 4 µM; EC50 in µM for titrated hits; NOD1-driven NF-kB luciferase reporter cells, luminescence; higher % means a stronger effect; in the data active means inhibition mostly above about 36%, no sharp cut-off; inactive means mostly below about 34%;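 further: HEK-293T reporter cells stimulated with the NOD1 agonist gamma-tri-DAP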
# KOR beta-arrestin-2: kappa opioid receptor blockers – cell-based, luminescence, uHTS (AID 1778) | 290,000 tested, 0.091% active | KOR beta-arrestin recruitment, luminescence, antagonist mode; higher % means a stronger effect | inhibition, % at 10 µM; hits with a dose series show IC50 in µM; further: strong numbers were not always called active
# HIV peptide binding: cell-free HIV fusion peptide-binding blockers – biochemical, uHTS, fluorescence dequenching, primary screen (AID 1986). cell-free peptide binding, fluorescence dequenching, 30 min; higher % means a stronger effect. 290,000 tested, 0.3% active. one-dose inhibition, % at 20 µM; IC50 in µM for titrated hits; in the data active means inhibition mostly above about 52%, no sharp cut-off; inactive means mostly below about 76%; further: some results filed as inactive read as strong as hits
# GPR55 antagonists: inhibition of LPI-stimulated GPR55 beta-arrestin translocation – imaging, U2OS, beta-arrestin-GFP, LPI agonist, primary screen (AID 2013); U2OS GPR55 beta-arrestin-GFP translocation imaging, LPI antagonism; higher % means a stronger effect; inhibition, % at 10 µM, or IC50 in µM where a hit was titrated; 290,000 tested, 0.13% active;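 active means spots per cell inhibited over 60%, with over 100 cells counted and total cytoplasm intensity under 500,000; inconclusive means wells with under 100 cells, flagged as likely toxic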;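 further: U2OS cells stably carrying GPR55 and arrestin-GFP stimulated by 5 µM LPI near EC80; imaged beta-arrestin-GFP aggregate spots per cell after agonist stimulation; plate controls were LPI-stimulated DMSO wells for no effect and DMSO wells without LPI for full effect; some results filed as inactive read as strong as hits; confirmed hits need IC50 under 10 µM and bright autofluorescent wells are also inconclusive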
# HEK293 NOD2/NF-kB: inhibition of NOD2-driven NF-kB reporter – cell-based, luminescence, uHTS, HEK293 (AID 1566); HEK293 NOD2/NF-kB luciferase reporter, luminescence; higher % means a stronger effect; one-dose inhibition, % at 4 µM; EC50 in µM for titrated hits; 290,000 tested, 0.63% active; further: many of its hits are not listed in these tables
# GPR35 antagonists: inhibition of zaprinast-stimulated GPR35 beta-arrestin translocation – imaging, U2OS, beta-arrestin-GFP, zaprinast agonist, primary screen (AID 2058). U2OS GPR35 beta-arrestin-GFP translocation imaging, zaprinast antagonism; higher % means a stronger effect. inhibition, % at 10 µM; hits with a dose series show IC50 in µM. 290,000 tested, 0.052% active;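 active means inhibition of at least 50% with at least 30 cells and total cytoplasm GFP at most 10,000,000; inconclusive means under 30 cells or total GFP of 10,000,000 plus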
# Myeloid diff MLP: compounds promoting myeloid differentiation | 360,000 tested, 1% active | ER-HoxA9 myeloid progenitors, lysozyme-GFP differentiation, flow cytometry | AID 624256 | calls only at 10 µM;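 active means normalized GFP-positive differentiation at or above the plate's own cutoff, the solvent-only control mean plus 3 SD; inconclusive means no clear call, values can overlap the other calls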;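 further: cells exposed to compound for four days before flow analysis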
# Myeloid diff MLP GFP+ MAC1+ %: also measured in Myeloid diff MLP; calls as there; GFP+ MAC1+ double positive, %; measured here: differentiation confirmed by MAC1 staining
# Active calls of the source: *; i = inactive; ? = inconclusive; · = not tested or not shown; + = active, no number; [ ] = remark or other dose. Unless noted, no stated cut-off is given here; in the data, active means inhibition above about 50%; inactive means the rest. Only part of the results is shown; count on the stated rates, not on these rows.
SMILES,KOR beta-arrestin-1,GPR55 activation,NOD1 inhibition,KOR beta-arrestin-2,HIV peptide binding,GPR55 antagonists,HEK293 NOD2/NF-kB,GPR35 antagonists,Myeloid diff MLP,Myeloid diff MLP GFP+ MAC1+ %
Fc1ccc(Nc2c(-c3ccco3)nc3ccccn23)cc1,7.1%,-0.3%,4%,-7%,20%,-7%,15%,-11%,i,1.5
COc1ccc(N(Cc2ccc(N(C)C)cc2)C(=O)c2ccc(S(C)(=O)=O)cc2)cc1,-3.7%,0.6%,-2%,0%,-2.1%,-10%,10%,-14%,i,0.6
C=Cc1cccc(NC(=O)c2ccc(NC(=O)c3ccco3)cc2)c1,-1.9%,0.9%,-4%,22%,2.8%,10%,3%,-2%,i,0.0
Cc1ccc(N2C(=O)CCC(C(=O)O)C2c2cccs2)cc1 (centres undefined),0.8%,-0.4%,2%,-51%,-1.9%,5%,-19%,5%,i,0.2
Cc1ccccc1NC(=O)c1nc2nccc(C)n2n1,4.8%,-0.2%,-33%,-29%,-1.7%,-2%,-48%,-8%,i,0.9
O=C(CSc1nnc(Cn2c(=O)sc3ccccc32)n1-c1ccccc1)N1CCOCC1,3.5%,-0.1%,4%,-5%,16%,-4%,7%,24%,i,6.5
Cc1cc(C)n(-c2cc(-n3nc(C)cc3C)ncn2)n1,0.8%,0.2%,-40%,-38%,-1.8%,-1%,2%,3%,i,0.6
CCOC(=O)c1c(-n2cnnn2)sc2c1CCCC2,6.4%,-0.1%,0%,3%,-1.2%,2%,22%,0%,i,0.5
Cc1ccc(NC(=O)c2ccccc2SCC(=O)N2CCCC2)cc1S(=O)(=O)N(C)C,-5.0%,-0.1%,-23%,25%,1.5%,6%,14%,-3%,i,1.7
COc1ccc(S(=O)(=O)NCC2CCC(C(=O)NCCC(C)C)CC2)cc1 (centres undefined),-0.1%,0.2%,-26%,16%,1.8%,8%,-1%,12%,i,0.5
COc1ccc(C(=O)OCC(=O)NCCCc2ccccc2)cc1OC,-1.6%,0.0%,6%,-3%,0.9%,-10%,25%,1%,i,0.8
COc1ccccc1N1C(=O)CC(Sc2ccccc2N)C1=O (centres undefined),-1.2%,-0.1%,4%,14%,-1.0%,1%,12%,-7%,i,0.1
CC(C)(C)NCC(=O)c1c[nH]c2ccccc12,3.9%,0.1%,13%,-17%,-1.7%,-24%,6%,-1%,i,0.5
COc1ccc(NS(=O)(=O)c2cccc(C(=O)Nc3cccc(C(=O)O)c3)c2)cc1,1.1%,-0.1%,-17%,-11%,3.1%,9%,-3%,-16%,i,0.5
CCCCOC(=O)C(C#N)c1nc2ccccc2nc1N1CCN(Cc2ccc3c(c2)OCO3)CC1 (centres undefined),2.9%,-0.3%,-10%,-5%,-1.2%,-7%,-22%,13%,+,4.3*
CCOC(=O)C1CCN(S(=O)(=O)c2cccc(-c3cn4cc(C)ccc4n3)c2)CC1,0.3%,-0.1%,24%,-18%,0.3%,-3%,6%,-4%,i,0.5
CC1Sc2ccc(S(=O)(=O)N3CCC(C(=O)NCc4ccccc4)CC3)cc2NC1=O (centres undefined),-2.6%,-0.2%,-10%,-15%,0.9%,2%,22%,8%,i,1.1
Cc1cccc(/C(N)=N/OC(=O)Cc2cccs2)c1,-4.7%,-0.1%,8%,31%,2.4%,-2%,-30%,17%,i,0.4
COc1ccc(N(CC(=O)NCCSC2CCCCC2)S(=O)(=O)c2ccccc2)c(OC)c1,-3.3%,-0.2%,-13%,28%,-1.0%,-6%,4%,-18%,i,0.7
CC(C)CNC(=O)CSc1nnc(CN2CCCCCC2=O)n1-c1ccccn1,5.7%,-0.2%,-8%,-19%,-3.0%,-1%,7%,-3%,i,1.6
CNC(=O)c1cc(C(=O)c2c(Cl)cccc2Cl)c[nH]1,-2.9%,-0.1%,-38%,22%[20 µM],1.0%,-1%,6%,5%,i,0.3
O=C(Nc1ccc(N2CCN(Cc3ccccc3)CC2)cc1)c1ncn[nH]1,6.3%,-0.1%,0%,-29%,1.4%,12%,5%,6%,i,1.7
O=C(Nc1ccc(O)cc1)C1CCCN1S(=O)(=O)c1ccc(F)cc1 (centres undefined),0.0%,0.2%,-14%,-10%,-1.8%,-7%,11%,9%,i,0.2
CCOC(=O)N1CCC(Nc2c(NCCCN(C)Cc3ccccc3)c(=O)c2=O)CC1,2.0%,-0.1%,-13%,-9%,-2.1%,-5%,-1%,-3%,i,1.6
COc1ccc(S(=O)(=O)N2N=C(C)Oc3ccccc3C2=O)cc1,-3.0%,0.0%,14%,1%,-0.6%,-16%,0%,-3%,·,·
CC1CCCN(c2nc3c(c(=O)n(C)c(=O)n3C)n2Cc2ccccc2)C1 (centres undefined),-0.1%,-0.2%,-2%,-6%,-2.2%,-4%,18%,-2%,i,0.6
CCC(C(=O)N1CCN(C(=O)c2ccco2)CC1)n1sc2ccccc2c1=O (centres undefined),-5.1%,0.3%,5%,-36%,1.4%,8%,17%,-8%,i,3.9
CCOc1cc(C=O)cc(Br)c1OCC(N)=O,1.3%,-0.3%,-30%,7%,1.6%,-10%,-11%,-8%,i,0.4
COCCN1CCN(C(=O)C2CCC(=O)N(Cc3ccccc3OC)C2)CC1 (centres undefined),-2.2%,-0.1%,-18%,14%,2.9%,10%,-16%,6%,i,1.0
CCc1ccc(OCC(=O)Nc2ccc3c(c2)OCCO3)cc1,0.7%,0.2%,-29%,-8%,-1.8%,6%,-7%,-2%,i,1.7
CC(C)(C)C(=O)O/N=C1/C(=O)N(c2ccccc2)c2ccccc21,-0.4%,-0.1%,3%,40%,-0.3%,5%,4%,1%,i,0.4
O=C(CSc1nccc(=O)[nH]1)Nc1ccccc1Sc1ccccc1,1.5%,0.7%,-30%,-16%,2.5%,7%,3%,-1%,i,0.3
CCOC(=O)C1=C(C)NC(=O)NC1c1ccc(OC(=O)c2ccco2)c(OC)c1 (centres undefined),5.0%,-0.1%,-34%,3%,-1.3%,1%,-2%,-2%,i,2.1
CCOc1ccccc1N1CCN(C(=O)CNC(=O)c2sc3ccccc3c2Cl)CC1,1.1%,-0.2%,30%,-10%,0.5%,-7%,36%,4%,i,0.3
CC(=O)c1ccc(N2CCN(C(=O)c3cc(-c4ccncc4)nc4ccc(Br)cc34)CC2)cc1,2.6%,-0.1%,45%,-38%,-0.1%,1%,15%,-21%,?,·
C/C(Cn1nnc2ccccc21)=N/OC(=O)c1c(F)cccc1F,4.8%,0.5%,-19%,18%,2.7%,7%,15%,5%,i,1.1
COc1ccc(C(=O)NCC(=O)N/N=C/C(C)=C/c2ccco2)cc1OC,0.1%,-0.1%,-11%,-9%,14%,6%,3%,14%,i,1.0
Cn1c(O)c(/C=C2\C=Nc3ccccc32)sc1=Nc1ccc(C(=O)O)cc1,0.2%,-0.3%,2%,-8%,38%,-3%,16%,-11%,i,0.7
COc1ccc(CC(=O)NC(c2ccccc2)c2ccc(C)cc2)c(OC)c1 (centres undefined),-3.3%,0.3%,6%,21%,-2.3%,8%,0%,-13%,i,0.8
C=CCNC(=S)N/N=C/c1ccc(-c2cc(Cl)ccc2Cl)o1,0.1%,-0.1%,-2%,5%,1.7%,6%,4%,4%,i,0.5

# Reprinted from the entries so far, eight compounds:
SMILES,KOR beta-arrestin-1,GPR55 activation,NOD1 inhibition,KOR beta-arrestin-2,HIV peptide binding,GPR55 antagonists,HEK293 NOD2/NF-kB,GPR35 antagonists,Myeloid diff MLP,Myeloid diff MLP GFP+ MAC1+ %
CC(C)(C)C(=O)O/N=C1/C(=O)N(c2ccccc2)c2ccccc21,-0.4%,-0.1%,3%,40%,-0.3%,5%,4%,1%,i,0.4
O=C(CSc1nccc(=O)[nH]1)Nc1ccccc1Sc1ccccc1,1.5%,0.7%,-30%,-16%,2.5%,7%,3%,-1%,i,0.3
CCOC(=O)C1=C(C)NC(=O)NC1c1ccc(OC(=O)c2ccco2)c(OC)c1 (centres undefined),5.0%,-0.1%,-34%,3%,-1.3%,1%,-2%,-2%,i,2.1
CCOc1ccccc1N1CCN(C(=O)CNC(=O)c2sc3ccccc3c2Cl)CC1,1.1%,-0.2%,30%,-10%,0.5%,-7%,36%,4%,i,0.3
CC(=O)c1ccc(N2CCN(C(=O)c3cc(-c4ccncc4)nc4ccc(Br)cc34)CC2)cc1,2.6%,-0.1%,45%,-38%,-0.1%,1%,15%,-21%,?,·
C/C(Cn1nnc2ccccc21)=N/OC(=O)c1c(F)cccc1F,4.8%,0.5%,-19%,18%,2.7%,7%,15%,5%,i,1.1
COc1ccc(C(=O)NCC(=O)N/N=C/C(C)=C/c2ccco2)cc1OC,0.1%,-0.1%,-11%,-9%,14%,6%,3%,14%,i,1.0
Cn1c(O)c(/C=C2\C=Nc3ccccc32)sc1=Nc1ccc(C(=O)O)cc1,0.2%,-0.3%,2%,-8%,38%,-3%,16%,-11%,i,0.7

# More entries:
SMILES,KOR beta-arrestin-1,GPR55 activation,NOD1 inhibition,KOR beta-arrestin-2,HIV peptide binding,GPR55 antagonists,HEK293 NOD2/NF-kB,GPR35 antagonists,Myeloid diff MLP,Myeloid diff MLP GFP+ MAC1+ %
COc1ccc(Oc2cccc(Cl)c2CNC(=O)c2ccccc2C(=O)O)cc1,1.6%,0.0%,-11%,-8%,1.8%,-1%,3%,1%,i,0.5
CCOCc1cnc(C)nc1NCC(=O)c1c(C)n(C)c2ccc(OC)cc12,0.3%,0.6%,-8%,7%,0.7%,13%,12%,16%,i,0.6
CN(C)/C=C/c1onc(-c2c(F)cccc2Cl)c1C#N,-2.2%,-0.1%,-38%,-4%,0.5%,-12%,-1%,-5%,i,0.9
CCOc1ccccc1C1C(C#N)=C(N)Oc2cc(N)ccc21 (centres undefined),-9.1%,-0.2%,-13%,5%,-0.6%,22%,-121%,1%,i,0.7
CCOc1ccc(C(=O)Nc2ccccc2C(=O)O)cc1,-0.6%,0.5%,-24%,-7%[20 µM],1.6%,2%,-154%,-13%,i,0.3
O=C(NNC(=O)c1cccs1)c1ccncc1,-3.6%,0.3%,-39%,18%,0.2%,7%,3%,-12%,i,0.1
COc1ccc(-c2[nH]ncc2CN2CCC(C(=O)c3ccc(F)cc3)CC2)cc1,-1.2%,0.1%,-6%,-16%,-2.3%,10%,13%,15%,i,0.3
CSCC[C@H](NC(=O)C1CCC(CNC(=O)[C@@H]2CCCN2C(=O)OC(C)(C)C)CC1)C(=O)O (some centres undefined),0.6%,1.0%,4%,16%,1.3%,-3%,20%,-3%,i,0.9
COc1ccccc1C1=NOC(C)(c2sc(-c3ccc(Cl)cc3)nc2C)C1 (centres undefined),1.9%,-0.1%,-5%,-3%,3.5%,0%,-8%,-10%,i,0.6

# Assay outcomes from PubChem BioAssay.
